Source: PubChem BioAssay
D2 potentiator: HTS Assay for Positive Allosteric Modulators of the Human D2 Dopamine Receptor: Primary Screen for Potentiators | D(2) dopamine receptor (Homo sapiens), P14416 | HEK293 T-REx D2, calcium flux, EC20 dopamine potentiation | potentiation, % at 10 µM | 340,000 tested, 0.34% active;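 active = potentiation over 3 SD above the plate norm, cut at about 30% in these data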; note: 0% is about no effect
Target sequence (P14416 whole entry, looked up): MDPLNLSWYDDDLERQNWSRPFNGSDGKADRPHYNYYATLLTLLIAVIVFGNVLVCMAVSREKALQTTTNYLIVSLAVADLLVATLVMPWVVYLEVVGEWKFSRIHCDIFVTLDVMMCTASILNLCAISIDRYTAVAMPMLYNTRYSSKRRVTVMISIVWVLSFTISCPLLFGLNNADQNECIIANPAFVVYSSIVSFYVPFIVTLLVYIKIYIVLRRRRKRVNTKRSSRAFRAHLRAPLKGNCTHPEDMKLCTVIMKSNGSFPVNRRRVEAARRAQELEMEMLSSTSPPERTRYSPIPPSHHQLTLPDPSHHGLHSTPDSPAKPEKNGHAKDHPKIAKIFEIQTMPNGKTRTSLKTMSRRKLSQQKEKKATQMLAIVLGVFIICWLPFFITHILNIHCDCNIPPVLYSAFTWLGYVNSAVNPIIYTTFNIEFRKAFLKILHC
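Using a no-wash calcium dye in inducible, force-coupled HEK293 Trex cells expressing D2, we tracked fluorescence each second for 180 s after compound, then for 180 s after EC20 dopamine to detect augmented signalling.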
D1 ag: Allosteric Agonists of the Human D1 Dopamine Receptor: qHTS | HEK293 T-REx D1 cells, calcium flux, agonist mode | activation, % at 2 µM | 360,000 tested, 1% active; in the data active = activation above about 30%; note: 0% is about no effect
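Agonism was scored from calcium flux recorded over 180 s (1 read/s) after pintool compound addition, following a 10-cycle baseline. Cells were inducible force-coupled HEK293 TREx D1, plated overnight at 30 C and loaded with no-wash calcium dye.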
Vif-APOBEC3F blk: qHTS for Inhibitors of Vif-A3F Interactions: qHTS | HeLa A3F-eYFP + Vif (tagged APOBEC3F with the HIV-1 protein that degrades it), YFP fluorescence increase | Potency, µM (doses to about 46.1 µM), without a hit: top-dose activity, negative = active | 390,000 tested, 0.2% active; note: potency is the fitted concentration of half-maximal effect; % of control where 0% means no effect; nearly all actives have a fitted effect of over 65% in size
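HeLa cells stably expressing Vif plus C-terminally eYFP-tagged A3F were seeded, incubated overnight at 37 deg C, dosed with compound, incubated overnight again at 37 deg C. Yellow fluorescence (Ex 488/Em 500-530) reported blocked Vif-mediated A3F-eYFP degradation.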
Glioma ERSR ind: qHTS for Inducers of the Endoplasmic Reticulum Stress Response (ERSR) in Human Glioma: qHTS. 420,000 tested, 0.02% active. U87-MG GRP78 promoter luciferase reporter, 16 h. Potency, µM, without a hit: top-dose activation, usual class: activators; note: potency is the fitted concentration of half-maximal effect; series mostly up to about 76 µM; % of control where 0% means no effect; nearly all actives have a fitted effect of over 35% in size
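Stably transfected U87-MG human glioma cells carrying a GRP78-based luminescent sensor were seeded at 1000 cells/well, pin-dosed with compounds and incubated 16 h. Luciferase reagent was then added, and end-point luminescence was read after 10 min at room temperature.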
Vif-A3G inh: qHTS for Inhibitors of Vif-A3G Interactions: qHTS. DNA dC->dU-editing enzyme APOBEC-3G (Homo sapiens), Q9HC16. HeLa A3G-eYFP + Vif (tagged APOBEC3G with the HIV-1 protein that degrades it), YFP fluorescence, overnight. Potency, µM (highest dose often 46.1 µM), inactives show top-dose activity, negative = active, actives largely listed as inhibitors. 410,000 tested, 0.076% active;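 note: potency is the fitted concentration of half-maximal effect; % is set by controls: 0 for no effect and ±100 for the full control effect; nearly all actives have a fitted effect of over 60% in size; hits raise eYFP signal because A3G escapes Vif-driven loss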
Target sequence (Q9HC16 whole entry, looked up): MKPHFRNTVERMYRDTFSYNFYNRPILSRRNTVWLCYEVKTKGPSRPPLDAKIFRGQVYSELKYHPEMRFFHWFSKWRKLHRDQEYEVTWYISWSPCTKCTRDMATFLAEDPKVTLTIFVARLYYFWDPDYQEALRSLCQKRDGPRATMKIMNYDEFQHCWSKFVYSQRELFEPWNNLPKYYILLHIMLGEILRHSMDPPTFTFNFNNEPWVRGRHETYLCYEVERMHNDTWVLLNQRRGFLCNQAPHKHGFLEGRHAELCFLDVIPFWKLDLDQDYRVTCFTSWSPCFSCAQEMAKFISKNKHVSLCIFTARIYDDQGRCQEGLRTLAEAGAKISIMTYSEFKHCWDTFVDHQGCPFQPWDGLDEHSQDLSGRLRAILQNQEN
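Read-out is eYFP fluorescence (Ex 488/Em 500-530) from Vif-expressing HeLa A3G-eYFP cells; more signal means A3G escaped Vif-mediated degradation. Cells plated overnight, compound pinned in, incubated overnight at 37 deg C.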
LDHA block: qHTS assay for inhibitors of human lactate dehydrogenase; L-lactate dehydrogenase A chain (Homo sapiens), P00338; purified LDHA, NADH/diaphorase-resazurin fluorescence; active compounds read low; activity change, % (values are at about 110 or 230 µM); 480,000 tested, 0.15% active; AID 1347041, 2019; in the data active = activity change below about -30%; inconclusive = mostly about -25% to -30%;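 note: plate controls were DMSO wells for no effect and wells without enzyme for full effect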
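Human LDH5 (2 nM) was incubated with 0.06 mM NADH and 0.2 mM pyruvate for 5 min at room temperature in Tris pH 7.4. Remaining NADH was coupled through diaphorase/resazurin, and resorufin fluorescence was read at 0 and 20 min.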
RXFP1 ag: qHTS Assay for Agonists of the Relaxin Receptor RXFP1 | Relaxin receptor 1 (Homo sapiens), Q9HBX9 | HEK293T-RXFP1 cAMP TR-FRET, 30 min; response scale: percent of porcine relaxin response, buffer zero | Potency, µM (titrated, usually from 57.5 µM), inactives show at the highest dose activation, hits mostly activators | 370,000 tested, 0.3% active; note: potency is the fitted concentration of half-maximal effect; % is set by controls: 0 for no effect and ±100 for the full control effect; nearly all actives have a fitted effect of over 60% in size; many of its hits are not listed in these tables
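HEK293 cells stably expressing RXFP1, treated 30 min at 37C with compounds plus PDE4 inhibitor Ro 20174; cAMP measured by HTRF TR-FRET. Normalized to buffer and 29 nM porcine relaxin; EC50 by Hill fit.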
D1 antag: Antagonist of Human D 1 Dopamine Receptor: qHTS; D(1A) dopamine receptor (Homo sapiens), P21728; HEK293 TREx D1 cells, calcium flux, dopamine EC80; active compounds read low; activity change, negative = inhibition, % at 10 µM; 360,000 tested, 3.2% active; AID 504652, 2011; in the data active = activity change below about -30%; note: % is set by controls: 0 for no effect and ±100 for the full control effect
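Compound effects on dopamine-evoked calcium signalling were measured in tetracycline-induced HEK293 Trex D1 cells. Dopamine at EC80 followed a 180 s compound pre-read, and fluorescence was tracked kinetically for 180 s more.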
D1 potentiator: Potentiators of Human D1 Dopamine Receptor: qHTS | D(1A) dopamine receptor (Homo sapiens), P21728 | HEK293 TREx D1 cells, calcium flux, dopamine EC20 potentiation | potentiation, % at 10 µM | 360,000 tested, 0.036% active; in the data active = potentiation above about 30%; note: 0% is about no effect
* marks the source's active call; other numbers are inactive results; ? = inconclusive; / = not tested or not shown; & = joins results of further samples. Unless noted, calls come from the whole dose curve; as a rule, active = well fitted curve in the direction sought with a large enough effect; inconclusive = small, poorly fitted or top-dose-only effect, or another doubt; inactive = no such curve, though single readings can be large; an effect the other way counts as inactive or inconclusive. A portion of the library; count on the stated rates, not on these rows.

SMILES	D2 potentiator	D1 ag	Vif-APOBEC3F blk	Glioma ERSR ind	Vif-A3G inh	LDHA block	RXFP1 ag	D1 antag	D1 potentiator
CCC(c1nnnn1C1CCCC1)N1CCN(Cc2ccccc2)CC1 (stereo not drawn)	-14	0	-10%	-7%	2%	-5	1.3%	-10	4
Cc1ccc2occ(CC(=O)N(Cc3ccc(Cl)cc3)Cc3ccco3)c2c1	11	90*	2%	2%	2%	0	-1.4%	-26	21
CCOC(=O)C(Cc1ccccc1)C(=O)Nc1ccc(N(CC)CC)cc1 (stereo not drawn)	7	1	-7%	-1%	0%	10	0.0%	-26	-5
Cc1cc(C(=O)NC2CCCCC2)c2cc(F)ccc2n1	-1	0	-11%	-3%	0%	-9	1.4%	-5	0
CCS(=O)(=O)N1CCC(C(=O)NCc2ccccn2)CC1	30	2	-5%	-3%	-1%	-3	2.3%	-3	-6
COc1ccc(CCNC(=O)c2ccc3c(c2)N(Cc2ccccc2Cl)C(=O)c2ccccc2S3)cc1OC	-5	7	5%	1%	-4%	-2	-0.9%	3	-1
Cc1ccccc1NC(=O)C1CCN(S(=O)(=O)c2ccc3c(c2)NC(=O)C(C)S3)CC1 (stereo not drawn)	-2	9	0%	-3%	3%	-1	-0.9%	-9	-3
O=C(O)c1ccccc1C=NNc1ccc([N+](=O)[O-])cn1	/	/	?	1%	-4%	-7	/	/	/
O=C(CN1CCCCCC1)Nc1ccc(S(=O)(=O)N2CCOCC2)cc1	10	-1	4%	-4%	0%	-9	4.5%	2	1
COc1ccc(OC)c(NC(=O)c2ccc(-c3cccs3)cc2)c1	2	9	16%	4%	-9%	0	0.4%	-24	-4
CCOC(=O)/C=C1\NC2(CCCCC2)Cc2cc(OC)c(OC)cc21	/	/	-4%	-5%	0%	-14	/	/	/
C=CCn1c(O)c(N=NC(=S)Nc2cccc(OC)c2)c2ccccc21	-28	0	2%	-1%	4%	-1	0.1%	4	-6
CCCn1c(SCC(=O)Nc2nnc(-c3ccccc3)s2)nnc1-c1ccccn1	/	11	-10%	2%	-2%	-6	-0.5%	15	-5
CCN(Cc1ccccc1)C(=O)CSc1nncn1C	-3	0	-1%	-2%	1%	-1	4.3%	-13	-3
Cc1ccc(Nc2cc(C)nc(-c3ccccc3O)n2)cc1	9	0	-1%	4%	-2%	2	0.7%	-15	-9
C=CCC(NCc1ccccc1)c1ccc(Cl)cc1 (stereo not drawn)	3	1	-10%	-4%	-12%	2	0.2%	0	-3
O=C(NC1CCN(C(=O)N2c3ccccc3Sc3ccccc32)CC1)c1ccccc1F	/	/	2%	-1%	0%	4	-0.2%	/	/
COc1ccc(C(=NNc2ccccc2C(=O)O)c2ccc(OC)cc2)cc1	-11	-1	-4%	-3%	-3%	-11	0.2%	-8	-6
COc1cc(OC)cc(C(=O)N2CCC(C(=O)N3CCOCC3)CC2)c1	10	2	-3%	-5%	1%	-6	-0.7%	2	-4
CCCNC(=O)c1ccc(N2CCC3(CC2)CC(c2cccc(Br)c2)=NO3)c([N+](=O)[O-])c1	-6	1	-6%	-7%	5%	-1	0.6%	-44*	-6
CC(C)=CCN1CCN(Cc2coc3ccc(C)cc3c2=O)CC1CCO (stereo not drawn)	-5	1	-9%	-5%	-1%	0	0.4%	7	-2
CCc1cc(OCCOCCN(C)C)ccc1Cl	-7	6	-8%	-4%	-4%	-16	1.4%	0	-1
Cn1nc(C(=O)Nc2sccc2C(N)=O)ccc1=O	-2	2	-12%	6%	1%	6	-0.7%	-5	5
O=C(Cc1ccc(Cl)cc1)NCCS(=O)(=O)N1CCN(c2ccccc2)CC1	1	3	-4%	-3%	-7%	-3	1.4%	11	0
CCN1CC(CN(C)Cc2nc(-c3ccc(OC)c4ccccc34)oc2C)CC1=O (stereo not drawn)	18	0	5%	-1%	-1%	0	0.1%	-12	-2
COc1ccc(-c2noc(-c3ccc(N4CCC(C)CC4)c([N+](=O)[O-])c3)n2)cc1OC	-9	20	1%	1%	2%	-8	-4.9%	-42*	-5
Cc1nn(C)c2c1c(-c1ccccc1)cc(=O)n2Cc1ccc(F)cc1	-1	20	-6%	-2%	-4%	1	-1.1%	2	-6
O=C1C2C(c3ccccc3)C=CC(c3ccccc3)C2C(=O)N1c1ccccn1 (stereo not drawn)	7	1	-6%	-1%	-7%	-1	1.3%	-7	-2
COc1ccc(Cl)cc1NC(=O)Cn1c2ncccc2c(=O)n1-c1ccc(C)c(C)c1	-3	1	2%	-4%	10%	-7	5.2%	20	-2
O=C(NCc1n[nH]c(=S)n1-c1cccc(C(F)(F)F)c1)c1ccc(S(=O)(=O)N2CCCC2)cc1	-9	0	1%	-5%	2%	-5	0.1%	11	-1

Printed as active in D1 antag, of those listed so far:
molecule	D2 potentiator	D1 ag	Vif-A3G inh	LDHA block	D1 antag	D1 potentiator
CCCNC(=O)c1ccc(N2CCC3(CC2)CC(c2cccc(Br)c2)=NO3)c([N+](=O)[O-])c1	-6	1	5%	-1	-44*	-6
COc1ccc(-c2noc(-c3ccc(N4CCC(C)CC4)c([N+](=O)[O-])c3)n2)cc1OC	-9	20	2%	-8	-42*	-5

Next compounds:
SMILES	D2 potentiator	D1 ag	Vif-APOBEC3F blk	Glioma ERSR ind	Vif-A3G inh	LDHA block	RXFP1 ag	D1 antag	D1 potentiator
CC(=O)N1CCN(C(=O)C2(NC(=O)Nc3ccccc3Cl)CCCCC2)CC1	-1	3	7%	-2%	0%	-5	0.6%	15	-4
O=C(/C=C/c1ccc(S(=O)(=O)N2CCOCC2)cc1)NCCc1ccc(C(F)(F)F)cc1	/	5	0%	-5%	-1%	1	0.6%	-7	-6
Cc1ccc(C2=C(c3ccc([N+](=O)[O-])cc3)C(=O)OC2)cc1C	-3	3	10%	-9%	0%	-11	-1.3%	-2	-7
COc1ccc(/C=N\NC(=O)c2sccc2C)cc1Cn1nc(C)cc1C	1	1	2%	1%	-12%	-4	-1.4%	17	1
O=C(Nc1ccccc1F)c1ccc(CNS(=O)(=O)c2cccc(C(F)(F)F)c2)cc1	5	5	1%	-9%	0%	-6	0.0%	-7	-9
Cc1ccc(Cn2ncc3c(NCCCN(C)C)ncnc32)cc1	-5	3	-2%	-3%	-7%	-1	0.6%	-1	-6
O=C(O)c1sc2cccc(Cl)c2c1Cl	-32	8	12%	3%	-4%	-8	1.0%	-14	-2
COc1ccccc1-c1nnc2sc(C3CCCCC3)nn12	-12	1	4%	-8%	-3%	-3	1.3%	2	-5
CCc1cc(=O)oc2cc(OCC(=O)N3CCCc4ccccc43)ccc12	12	4	-6%	1%	-1%	-1&9	-1.6%	12	-2
Cc1c(Nc2nc3ccccc3nc2N2CCN(c3ccccc3)CC2)c(=O)n(-c2ccccc2)n1C	10	4	-8%	0%	-4%	-6	0.2%	4	-1
CN(C)CCn1c2c(c(SCC(=O)N3CCc4ccccc43)nc1=O)CCCC2	-7	2	9%	-6%	-1%	1	1.3%	-2	-5
COc1cccc(NC(=O)N2CCCC2C(=O)Nc2cc(C)ccc2OC)c1 (stereo not drawn)	4	1	0%	-4%	-1%	-4	-4.3%	-7	-4
COc1ccccc1N1CCN(Cc2ccco2)CC1	-16	3	-1%	-4%	2%	-18	-2.6%	4	-2
O=C(CN1CCCC1c1cccs1)Nc1cc(S(=O)(=O)N2CCCC2)ccc1Cl (stereo not drawn)	/	/	5%	-1%	-6%	2	/	/	/
COc1ccc(CCNC(=O)CSc2nc3[nH]c(=O)cc(O)c3s2)cc1	-10	1	4%	-4%	-5%	2	1.1%	-10	0
CC(C)n1c(N2CCN(C(=O)N3CCCCC3)CC2)nc2ccccc21	-4	-1	-13%	-1%	2%	-7	-1.0%	15	0
CC1CCc2c(sc3nnn(Cc4ccccc4Cl)c(=O)c23)C1 (stereo not drawn)	-2	2	-2%	-3%	3%	-4	0.6%	5	1
CCN(CC(=O)Nc1ccc2c(c1)OCCO2)C(=O)c1cccc(OCC(C)C)c1	2	0	-3%	0%	3%	-8	2.0%	-29	4

Random excerpt: 4 records from the list, in no set order.
SMILES	D2 potentiator	D1 ag	Vif-APOBEC3F blk	Glioma ERSR ind	Vif-A3G inh	LDHA block	RXFP1 ag	D1 antag	D1 potentiator
COc1ccccc1N1CCN(Cc2ccco2)CC1	-16	3	-1%	-4%	2%	-18	-2.6%	4	-2
CCN(CC(=O)Nc1ccc2c(c1)OCCO2)C(=O)c1cccc(OCC(C)C)c1	2	0	-3%	0%	3%	-8	2.0%	-29	4
Cc1c(Nc2nc3ccccc3nc2N2CCN(c3ccccc3)CC2)c(=O)n(-c2ccccc2)n1C	10	4	-8%	0%	-4%	-6	0.2%	4	-1
COc1ccccc1-c1nnc2sc(C3CCCCC3)nn12	-12	1	4%	-8%	-3%	-3	1.3%	2	-5
